DRD3 agonist: activates the human D3 dopamine receptor. P35462. D3R DiscoveRx beta-arrestin cells, luminescence, 90 min. max activation, %. 410,000 compounds, 0.58% hits. AID 652048; in the data active means max activation above about 30%; further: 0% is about no effect; mostly tested at two doses, the higher about 12 µM
Target sequence (P35462 whole entry, looked up): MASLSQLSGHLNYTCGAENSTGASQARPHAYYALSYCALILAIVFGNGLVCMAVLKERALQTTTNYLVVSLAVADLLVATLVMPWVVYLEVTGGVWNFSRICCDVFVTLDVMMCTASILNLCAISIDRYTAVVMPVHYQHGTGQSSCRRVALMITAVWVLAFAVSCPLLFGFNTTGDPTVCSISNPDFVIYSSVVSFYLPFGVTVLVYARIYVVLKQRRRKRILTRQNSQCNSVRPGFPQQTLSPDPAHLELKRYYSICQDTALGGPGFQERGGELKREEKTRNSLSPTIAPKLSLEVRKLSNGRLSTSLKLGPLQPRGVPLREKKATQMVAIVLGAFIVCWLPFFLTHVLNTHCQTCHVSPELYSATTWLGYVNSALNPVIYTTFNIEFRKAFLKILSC
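Agonist-mode cell screen: cells plated at 1500/well and incubated overnight at 37 °C, then exposed to library compounds for 90 min at 37 °C. Detection reagent was added for 30–60 min at room temperature, and luminescence was read.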
aSyn yeast inh: inhibitors of alpha-synuclein toxicity in yeast. 370,000 compounds, 0.14% hits. Potency, µM (doses to about 46.1 µM), for inactives: at the top dose growth rescue (activation), hits mostly activators. AID 652106. Yeast expressing alpha-synuclein, growth rescue, BacTiter-Glo, 24 h; further: potency means the concentration at half of the fitted maximal effect; % of control where 0% means no effect; nearly all actives have a fitted effect of over 65% in size
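Readout is rescue of growth in alpha-synuclein-expressing yeast, so inhibitors of toxicity appear as activators. Growth after 24 hr at 30 deg C in galactose medium is quantified by luminescence.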
KB-V1 MDR tox: kills drug-selected multidrug resistant KB-V1 cells. KB-V1 MDR cells viability, CellTiter-Glo, 72 h. Potency, µM (highest dose often 46.1 µM), inactives show at the top dose activity change, negative = cytotoxicity, usual class: cytotoxic. 400,000 compounds, 3.4% hits. AID 1347076; further: potency means the concentration at half of the fitted maximal effect; on the % scale 0 is the no-effect control and ±100 the full control effect; nearly all actives have a fitted effect of over 60% in size
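Luminescent ATP read-out (CellTiter-Glo, 10 min) measures survival of drug-selected KB-V1 MDR cells after 72 h, 37 degrees C compound exposure. Medium: phenol-red-free DMEM, 10% FBS. Values from fitted concentration-response curves.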
TDP43 rescue: TDP-43 toxicity inhibition in yeast; AID 652104; TDP-43 expressing yeast growth rescue, BacTiter-Glo, 24 h; 410,000 compounds, 1.8% hits; Potency, µM (highest dose often 46.1 µM), without a hit: at the top dose growth rescue (activation), usual class: activators; further: potency means the concentration at half of the fitted maximal effect; % of control where 0% means no effect; nearly all actives have a fitted effect of over 50% in size
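Galactose-induced TDP-43 yeast, OD600=0.02, compound pinned; 24 hr, 30 deg C; BacTiter-Glo luminescence for growth. Inhibitors of TDP-43 toxicity read as activators.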
GLP-1R agonist: agonists of human GLP-1 receptor. P43220. HEK293 GLP-1R CRE-luciferase, luminescence, 4-6 h; cells express a hypersensitive GLP-1R form. Potency, µM (titrated, usually from 45.6 µM), for inactives: top-dose activation, usual class: activators. 380,000 compounds, 0.007% hits. AID 624172; further: potency means the concentration at half of the fitted maximal effect; % of control where 0% means no effect
Target sequence (P43220 whole entry, looked up): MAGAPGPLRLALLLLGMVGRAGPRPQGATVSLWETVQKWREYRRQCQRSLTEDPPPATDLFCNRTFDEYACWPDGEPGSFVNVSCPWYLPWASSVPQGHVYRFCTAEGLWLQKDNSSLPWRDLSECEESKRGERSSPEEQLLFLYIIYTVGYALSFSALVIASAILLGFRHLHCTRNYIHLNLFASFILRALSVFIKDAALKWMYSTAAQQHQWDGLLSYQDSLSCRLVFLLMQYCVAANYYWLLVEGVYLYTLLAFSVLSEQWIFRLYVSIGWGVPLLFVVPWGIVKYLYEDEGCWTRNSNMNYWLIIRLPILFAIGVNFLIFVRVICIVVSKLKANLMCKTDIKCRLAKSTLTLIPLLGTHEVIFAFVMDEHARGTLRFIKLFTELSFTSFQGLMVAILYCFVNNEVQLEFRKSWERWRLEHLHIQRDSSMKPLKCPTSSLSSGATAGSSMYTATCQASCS
GLP1R inv ag: acts as inverse agonist at human GLP-1 receptor. P43220. HEK293 GLP-1R CRE-luciferase, luminescence, 24 h; GLP-1R form is constitutively active. Potency, µM (series often up to 38.3 µM), without a hit: at the top dose activity change, negative = inhibition, hits mostly inhibitors. 410,000 compounds, 1.6% hits; further: potency means the concentration at half of the fitted maximal effect; on the % scale 0 is the no-effect control and ±100 the full control effect; nearly all actives have a fitted effect of over 55% in size
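Stable HEK293 clone (constitutively active GLP-1R + cAMP-response luciferase); 200 cells/uL plated, 12 h pre-culture, compound 24 hr, 37 deg C/5% CO2; detection reagent 12 min RT; luminescence.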
GLP1R cytotox: cytotoxicity in counter-screen for GLP-1R inverse agonists; Potency, µM (top dose mostly 38.3 µM), inactives show at the highest dose activity change, negative = inhibition, hits mostly inhibitors; HEK293 cAMP-luciferase reporter cells, luminescence, 24 h; 410,000 compounds, 0.13% hits;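 further: loss of luciferase light is scored as toxicity; potency means the concentration at half of the fitted maximal effect; on the % scale 0 is the no-effect control and ±100 the full control effect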
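Here, cytotoxicity is scored as loss of luminescence. The MLSMR collection was tested on cells seeded in medium containing 10% Nu serum, with a 24 hr compound exposure preceded by 12 hours of culture.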
PTHR1 ag: PTHR1 (human) receptor agonism | HEK293 GP2 PTHR1 cells, GloSensor cAMP luminescence, 1 h | Potency, µM (doses to about 115 µM), for the others: top-dose activation, actives largely listed as activators | 410,000 compounds, 0.075% hits; further: potency means the concentration at half of the fitted maximal effect; nearly all actives have a fitted effect of over 55% in size; some results filed as inactive show a strong effect at the top dose; inactives centre near -15; many of its hits are not listed in these tables
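HEK-293-derived GP2 cells expressing PTHR1 and a GloSensor cAMP reporter, 3,000/well, plated overnight, given luciferin plus IBMX (each 0.5 mM as added) for 1 h at 37 °C, then compound for 1 h at 37 °C. Luminescence was read after 15 min at room temperature.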
DRD3 antagonist: blocks the human D3 dopamine receptor. D3R cells, DiscoveRx beta-arrestin luminescence, antagonist mode; active compounds read low. AID 652054. max response, negative = inhibition, %. 360,000 compounds, 2.5% hits; in the data active means max response below about -50%; inconclusive means no clear call, values can overlap the other calls; further: on the % scale 0 is the no-effect control and ±100 the full control effect; mostly tested at two doses, the higher about 12 µM
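Cells expressing the human receptor were seeded at 1500 cells/well, incubated overnight at 37 degrees C in 5% CO2, then exposed to library compounds with dopamine controls for 90 minutes at 37 degrees C before luminescent detection.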
Starred values were filed as active, the others as inactive; i = inactive; ? = inconclusive; nt = no result given; & = joins results of further samples; [ ] = another dose, or the depositor's remark. Unless noted, the call rests on the fitted dose curve; in most records, active means well fitted curve in the direction sought with a large enough effect; inconclusive means small, poorly fitted or top-dose-only effect, or another doubt; inactive means no such curve, though single readings can be large; an effect the other way counts as inactive or inconclusive. The list is partial; rates above refer to the full screens.

Each structure is followed by: DRD3 agonist	aSyn yeast inh	KB-V1 MDR tox	TDP43 rescue	GLP-1R agonist	GLP1R inv ag	GLP1R cytotox	PTHR1 ag	DRD3 antagonist
1. CC12CCC3C(CC=C4CC(O)CCC43C)C1C/C(=C\c1ccccc1F)C2=O (configuration not stated)
→ 3.6	-6.7%	-2.1%	4.2%	-6.5%	-4.7%	-1.7%	-4.7%	18.9
2. C/C(Cl)=C/CC1(CN2CCCC2=O)C(=O)NC(=O)NC1=O
→ 3.9	5.7%	14.9%	6.8%	-8.1%	-16.0%	-7.8%	i	18.7
3. CN(C)P1(N(C)C)=NC(C(F)(F)F)=NC(C(F)(F)F)=N1
→ -5.6	-1.4%	3.2%	-3.0%	-11.3%	5.8%	2.5%	-0.3%[57.5 µM]	-9.1
4. COc1ccc(SCC2CN(C)CCC2c2ccc(F)cc2)cc1 (configuration not stated)
→ -16.1	3.6%	-24.5%	-2.8%	1.0%	?	28.0%	26.8%	-11.4
5. CC1(C)N2CC3([N+](=O)[O-])CN1CC([N+](=O)[O-])(C2)C3
→ 1.8	6.5%	?	15.1%	10.8%	5.0%	0.5%	i	2.2
6. CC1CCN(C(CC(=O)c2ccccc2)C(=O)c2ccccc2)CC1 (configuration not stated)
→ -20.0	-81.9%[inhibitor]	-3.7%	-95.0%[inhibitor]	8.3%	?	?	-36.9%[inhibitor]	-79.0*
7. O=C(c1ccc(F)cc1)N1CCC2(CC1)OCCO2
→ -4.4	0.2%	-11.4%	-0.7%	-4.9%	6.2%	4.0%	i	6.3
8. CC(C)c1ccc(N2C(=O)NC(=O)/C(=C/c3cnc(-c4ccccc4)nc3)C2=O)cc1
→ 4.5	0.9%	17.7%	23.0%	-0.2%	-0.1%	0.2%	-8.7%	3.7
9. NC(N)=N/N=C/c1ccc(N(c2ccccc2)c2ccccc2)cc1
→ 1.2	-12.8%	3.7%	?	-1.5%	?	44.8%[activator]	-55.0%[inhibitor]	?
10. C#CCOCCOCCOCCNc1nc(N2CCN(C(=O)CCCCCCCCCCNC(=O)Cn3cc(C[C@@H](C)O)nn3)CC2)nc(N2CCN(C(=O)CCCCCCCCCCNC(=O)[C@H](CCCCN)n3cc(C[C@@H](C)CC)nn3)CC2)n1
→ -17.7	-51.9%[inhibitor]	-1.9%	-4.7%	-12.0%	?	?	17.8µM*	?
11. Cc1ccc(-c2cc(C(=O)N3CCN(c4ncccn4)CC3)c3ccccc3n2)cc1
→ 16.1	4.5%	?	?	-4.1%	?	?	-25.7%	18.4
12. COCc1cc(C)nc(SCC(=O)Nc2nc(C)cs2)c1C#N
→ 2.0	16.9%	-23.9%	-6.7%	8.4%	?	355.0%[activator]	-2.7%	-7.3
13. CC(C)(C)C1CCC(=NNC(=S)NCc2ccccc2)CC1 (configuration not stated)
→ -7.3	1.6%	-11.5%	-2.2%	-1.8%	?	?	-24.5%	2.2
14. Nc1ccc(Br)cc1
→ -3.2	0.4%	-2.2%	-14.4%	-5.1%	-29.7%	-0.1%	?	-10.2
15. N#CC1=C(N)Oc2c(c(=O)sc3ccccc23)C1c1cccnc1 (configuration not stated)
→ 3.9	3.8%	-28.1%	-8.5%	0.1%	-28.5%[7.66 µM]	6.6%[7.66 µM]	-10.6%	45.7
16. CSc1ncc(/C=C2/C(=O)NC(=O)N(c3ccc(C)cc3)C2=O)cn1
→ 0.2	1.2%	0.0%	-10.1%	6.6%	9.2%	-5.0%	-23.4%	2.8
17. CCn1ccnc1CN1CCCC(C(=O)c2ccc(OC)cc2OC)C1 (configuration not stated)
→ -14.5	-3.4%	?	-15.4%[0.397 µM]	15.6%	-31.6%	-8.5%	-16.0%	21.6
18. CC(=O)N[C@@H]1CC[C@@]2(O)[C@H]3Cc4ccc(O)c5c4[C@@]2(CCN3CC2CC2)[C@@H]1O5
→ 6.8	-2.6%	-0.2%	21.2%	-0.7%	5.9%	-2.3%	-21.9%	8.6
19. Cc1ccc(C2NC(=S)NC(c3ccc(C)cc3)C23C(=O)NC(=O)NC3=O)cc1 (configuration not stated)
→ -2.7	-3.3%	31.9%	3.7%	-3.8%	11.5%	2.7%	-22.4%	-16.0
20. Cc1cc(C(=O)CCl)c(C)n1-c1c(C)n(C)n(-c2ccccc2)c1=O
→ 4.5	4.5%	?	-3.5%	-4.9%	?	?	-25.0%	-23.5

Limited to GLP1R inv ag, DRD3 agonist and KB-V1 MDR tox (2 entries from above):
no. | Compound | GLP1R inv ag | DRD3 agonist | KB-V1 MDR tox
6 | CC1CCN(C(CC(=O)c2ccccc2)C(=O)c2ccccc2)CC1 (configuration not stated) | ? | -20.0 | -3.7%
20 | Cc1cc(C(=O)CCl)c(C)n1-c1c(C)n(C)n(-c2ccccc2)c1=O | ? | 4.5 | ?

Going on with the list:
Each structure is followed by: DRD3 agonist	aSyn yeast inh	KB-V1 MDR tox	TDP43 rescue	GLP-1R agonist	GLP1R inv ag	GLP1R cytotox	PTHR1 ag	DRD3 antagonist
21. c1ccc(CCCN2CCN(CCOC(c3ccccc3)c3ccccc3)CC2)cc1
→ -7.1	1.5%&-3.4%	10.3µM*	16.1%	2.8%	?	?	-68.3%[inhibitor]	-75.6*
22. C=CCCC1(CC)C(=O)NC(=S)NC1=O
→ 1.2	-1.5%	0.6%	5.1%	4.6%	-1.3%	-6.7%	i	-2.9
23. O=C(C(=C1N(Cc2ccc(Cl)nc2)CCN1Cc1ccc(Cl)nc1)[N+](=O)[O-])C(Cl)Cl
→ -4.1	8.9%	13.2%	10.4%	-4.4%	10.4%	-2.2%	i	-2.3
24. CC(C)(C)c1cc(OC(=O)Cc2ccccc2)ccc1O
→ 3.3	5.9%	17.5%	5.9%	-6.0%	8.9%	-2.1%	0.5%	-1.1
25. CCN(C(=O)COC(=O)Cc1ccccc1)c1c(N)n(Cc2ccccc2)c(=O)[nH]c1=O
→ 1.8	-1.3%	33.0%	6.2%	0.7%	4.5%	2.3%	i	1.7
26. COCCNC(=O)N1[C@H]2CC[C@@H]1C(C(=O)OC)=C(c1ccc(OC)c(OC)c1)C2
→ 2.0	-0.9%	5.2%	12.5%	7.4%	19.6%	-2.9%	i	3.5
27. CC(C)c1ccc(NC(=O)C2CCC(CNS(=O)(=O)c3ccc4c(c3)CCCC(=O)N4)CC2)cc1 (configuration not stated)
→ 5.0	nt	14.5%	3.6%	nt	?	-13.9%	-24.0%	nt
28. CCC(=NCc1cccnc1)c1c(O)n(-c2ccc(Cl)cc2)c(=O)[nH]c1=O
→ 0.9	0.1%	-2.1%	-0.6%	-1.5%	11.7%	-0.9%	-6.3%	-0.1
29. COc1cccc([C@@]2(O)CCCC[C@@H]2CN(C)C)c1
→ -9.1&-0.7	1.2%	20.1%	8.3%	?	-15.2%	-13.6%	-3.0%	9.3
30. CCCCN1C(=O)NC(=O)/C(=C/c2cnc(SC)nc2)C1=O
→ -6.8	20.8%	3.5%	15.3%	19.2%	-0.6%	-4.0%	-9.2%[57.5 µM]	0.0
31. CN1C(=O)C(Cc2ccc(OCc3ccccc3)cc2)C(=O)N(C)C1=O
→ -1.8	-4.0%	-0.7%	?	-1.9%	-5.4%	2.9%	-3.4%	-12.7
32. C[C@]12CCC3C(CC[C@H]4C[C@@H](O)[C@H](O)C[C@]34C)C1CC[C@@H]2O (some centres not stated)
→ -3.2	11.2%	-9.1%	-4.4%	5.1%	50.2%[activator]	-1.6%	-2.1%	21.7
33. CN(C)c1ccc(C(CNS(=O)(=O)c2ccc(F)c(F)c2)c2c[nH]c3ccccc23)cc1 (configuration not stated)
→ 4.2	26.7%	?	-2.5%	-10.6%	?	?	-15.6%	?
34. COc1ccc(OP(=O)(Nc2ccccc2)Nc2ccccc2)cc1
→ -9.9	1.8%	-3.4%	-23.5%	-12.5%	-2.9%	3.1%	1.6%[57.5 µM]	12.9
35. Cc1cccc(OCC(O)CN2CC2)c1 (configuration not stated)
→ 1.9	-0.8%	-15.3%	10.8%	-3.9%	?	-2.9%	i	41.6
36. Oc1ccccc1/C=N/[n+]1ccccc1
→ 1.4	-1.5%	2.6%	-24.6%	-1.8%	5.9%	-12.6%	-24.2%	-10.8
37. CCOC(=O)C1(CCCc2ccccc2)CCN(C2CCC2)CC1
→ -13.5	1.8%	-28.3%	0.6%	5.8%	?	15.3%	-11.0%	-16.7
38. O=[N+]([O-])c1ccc(S(=O)(=O)NCC(c2ccco2)N2CCc3ccccc3C2)cc1 (configuration not stated)
→ -4.3	0.6%	?	6.1%	-16.1%	?	4.6%	-13.5%	-57.1*
39. O=C1CC(=O)N(c2ccccc2)C(=O)N1c1ccccc1
→ 2.6	-1.4%	-37.7%	-22.5%	-1.6%	1.2%	-15.8%	i	-5.0
40. CCCCn1c(=O)c(C(=O)Nc2ccccn2)c(O)c2ccccc21
→ -12.7	1.4%	-1.4%	5.5%	-4.2%	3.1%	-0.2%	-85.8%[inhibitor]	-1.8
41. CCC(C)NC(=O)c1c(N)n(Cc2ccc3c(c2)OCO3)c2nc3ccccc3nc12 (configuration not stated)
→ 1.1	26.2%	?	-3.1%	5.0%	?	99.5%[activator]	-6.8%[57.5 µM]	63.9
42. CCN(CC)CCCNC(=O)c1c(O)c2ccccc2n(Cc2ccccc2)c1=O
→ 0.5	-2.6%	?	-34.5%	1.6%	-6.8%	?	-30.5%	-1.9
